tuberculosis growth: growth inhibition of non-replicating M. tuberculosis (AID 488890) | inhibition, % at 25 µM, or IC50 in µM where a hit was titrated | 320,000 tested, 0.39% active | Mycobacterium tuberculosis non-replicating, growth inhibition; higher % means a stronger effect; in the data active means a potency from the dose series; inconclusive means inhibition mostly from about 82% at the one dose, without a potency; inactive means the rest, 99 in 100 with inhibition below about 76%;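 further: plate controls were DMSO cells for no effect and high antibiotic wells for full effect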
M. tuberculosis HTS: M. tuberculosis growth inhibition, HTS (AID 449762); M. tuberculosis H37Rv growth inhibition, 7H9 media; higher % means a stronger effect; one-dose inhibition, % at 25 µM; IC50 in µM for titrated hits; 330,000 tested, 0.59% active; in the data active means a potency from the dose series; inconclusive means inhibition above about 70% without an active follow-up result;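 further: bacterial growth assessed after seven days of incubation; strong numbers were not always called active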
VEEV TC-83 Vero: inhibitors of VEEV TC-83 cytopathic effect, confirmation, Vero cells (AID 588727). Vero cells, VEEV TC-83 cytopathic effect inhibition; higher % means a stronger effect. 350,000 tested, 0.13% active. one-dose inhibition, % at 20 µM; IC50 in µM for titrated hits; in the data active means a potency from the dose series; inconclusive means inhibition mostly from about 14% at the one dose, without a potency; inactive means the rest, 99 in 100 with inhibition below about 12%; further: strong numbers were not always called active
Salmonella PhoP GFP: Inhibition of PhoP regulon, Salmonella typhi GFP reporter cells, confirmation, 4 h (AID 1850). Salmonella Typhi PhoP-promoter GFP reporter, fluorescence, 4 h; higher % means a stronger effect. one-dose inhibition, % at 50 µM; IC50 in µM for titrated hits. 310,000 tested, 0.33% active; in the data active means a potency from the dose series; inconclusive means inhibition mostly from about 25% at the one dose, without a potency; inactive means the rest, 99 in 100 with inhibition below about 19%;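 further: 0% = induced wells with vehicle and 100% = uninduced wells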
influenza NS1A: NS1A inhibition, H1N1 influenza, cell based functional assay (AID 504329). one-dose inhibition, % at 12.5 µM; IC50 in µM for titrated hits. 340,000 tested, 0.3% active. NS1A functional cell-based assay, percent inhibition; higher % means a stronger effect; in the data active means a potency from the dose series; inconclusive means inhibition above about 27% without an active follow-up result; further: strong numbers were not always called active
VEEV TC-83 Vero 10K pilot screen: further read-out of VEEV TC-83 Vero, marked with its call; inhibition, %; measured here: 10K pilot screen inhibition
Active calls of the source: *; i = inactive; u = inconclusive; x = not tested or not shown.

Start of the data: the first five entries as a preview:
SMILES | tuberculosis growth | M. tuberculosis HTS | VEEV TC-83 Vero | Salmonella PhoP GFP | influenza NS1A | others
COc1cccc(C(C)N(C)Cc2nc(-c3ccoc3)oc2C)c1 (stereo not given) | 1% | -3% | 1.4% | 3% | 10%
N#Cc1ccc(Oc2ccc(C(F)(F)F)cc2NC(=O)c2ccc(F)cc2)cc1 | -10% | 0% | 0.6% | 8% | 1%
CCN(CC)S(=O)(=O)c1ccc2c(c1)nc(CCC(=O)OCC(=O)Nc1cc(Cl)cc(Cl)c1)n2C | 11% | -6% | i | -4% | -6%
O=C(NCc1cccnc1)Nc1ccc2c(c1)OCO2 | -3% | -1% | 0.2% | 1% | -10%
Clc1ccccc1CN1CCN(/N=C/c2ccncc2)CC1 | 61% | -1% | i | -8% | 1%

The listing, from the start:
SMILES | tuberculosis growth | M. tuberculosis HTS | VEEV TC-83 Vero | Salmonella PhoP GFP | influenza NS1A | others
COc1cccc(C(C)N(C)Cc2nc(-c3ccoc3)oc2C)c1 (stereo not given) | 1% | -3% | 1.4% | 3% | 10%
N#Cc1ccc(Oc2ccc(C(F)(F)F)cc2NC(=O)c2ccc(F)cc2)cc1 | -10% | 0% | 0.6% | 8% | 1%
CCN(CC)S(=O)(=O)c1ccc2c(c1)nc(CCC(=O)OCC(=O)Nc1cc(Cl)cc(Cl)c1)n2C | 11% | -6% | i | -4% | -6%
O=C(NCc1cccnc1)Nc1ccc2c(c1)OCO2 | -3% | -1% | 0.2% | 1% | -10%
Clc1ccccc1CN1CCN(/N=C/c2ccncc2)CC1 | 61% | -1% | i | -8% | 1%
O=C1CN=C(c2ccc(F)cc2)c2oc3ccccc3c2N1 | 17% | 5% | i | 3% | -5%
Cc1ccn2cc(CSc3ccccc3N)nc2c1 | 14% | -5% | 5.2% | 5% | -19%
Cc1noc(C)c1COC(=O)c1cccc(N(C)C)c1 | -2% | -9% | 0.5% | -10% | -10%
CC(=O)NC12CC3CC(C)(C1)CC(NC(C)=O)(C3)C2 | -14% | -2% | 0.2% | -2% | 4%
COc1cc(/C=N\Nc2nc(-c3ccc(C)cc3)c(NC(C)=O)s2)ccc1O | u | 37% | 10% | -7% | 10%
COc1ccccc1-n1cc(C(=O)NCC(=O)N2CCN(c3ccccn3)CC2)c2ccccc2c1=O | 6% | 0% | 2.0% | 2% | -14%
C/C(=C\CCC1(C)C2CC3C(C2)C31C)C(=O)O (stereo not given) | -1% | -1% | i | 8% | -2%
O=C(NCc1ccco1)C1CC(=O)N(c2ccc(F)cc2)C1 (stereo not given) | -1% | -4% | 9.2% | -2% | 9%
CCC(CC)C(=O)Nc1nnc(SCC(=O)NC2CC2)s1 | 5% | -6% | 1.9% | 2% | 0%
Cc1ccc(CC(CC(=O)O)C(=O)NC2CCCCC2)cc1 (stereo not given) | -9% | -7% | 1.5% | -2% | 3%

Already shown: entries from further up.
SMILES | tuberculosis growth | M. tuberculosis HTS | VEEV TC-83 Vero | Salmonella PhoP GFP | influenza NS1A | others
COc1cccc(C(C)N(C)Cc2nc(-c3ccoc3)oc2C)c1 (stereo not given) | 1% | -3% | 1.4% | 3% | 10%
N#Cc1ccc(Oc2ccc(C(F)(F)F)cc2NC(=O)c2ccc(F)cc2)cc1 | -10% | 0% | 0.6% | 8% | 1%

(listing goes on)
SMILES | tuberculosis growth | M. tuberculosis HTS | VEEV TC-83 Vero | Salmonella PhoP GFP | influenza NS1A | others
CSc1nc(N)nc2c1ncn2CC(=O)NCCCN1CCCC1=O | -6% | 7% | i | x | -3%
Cc1ccc(C(=O)NC(=S)NNC(=O)CC#N)cc1 | 40% | -2% | 0.5% | -11% | 9%
O=S(=O)(c1ccc(F)c(Cl)c1)N1CCCC1 | 2% | -2% | 3.8% | 8% | 22%
O=C(COC(=O)c1ccccc1O)Nc1ccc(N2CCOCC2)cc1 | 62% | 2% | 2.6% | x | 1%
CCC1(c2ccc(F)cc2)NC(=O)N(CC(=O)N2c3ccccc3NC(=O)CC2C)C1=O (stereo not given) | 21% | 6% | 0.4% | x | 11%
COc1ccc2nc3oc(C(=O)N4CCCCC4)cc3cc2c1 | 18% | 15% | 11% | 6% | 9%
Cc1ncoc1C(=O)Nc1ccc(Oc2ccccc2)cc1 | 14% | 2% | i | -9% | -3%
CCCC1CC(C(=O)Nc2ccccc2)C(=O)O1 (stereo not given) | 71% | -9% | 3.3% | 6% | 2%
Cc1cc(C)nc(Nc2nc3ccccc3o2)n1 | -3% | 2% | 2.1% | -1% | -17%
C(=N\N1CCN(c2ccccn2)CC1)/c1cccc2ccccc12 | -2% | 7% | 3.9% | 0% | 1%
Cc1cc(C)c(NC(=O)CSc2nnc(CNC(=O)c3ccccc3F)o2)c(C)c1 | 1% | 1% | i | 7% | 1%
O=S(=O)(N1CCCCC1)N1CCN(S(=O)(=O)N2CCCCC2)CC1 | x | x | 0.6% | x | -9%
CCN(CC(=O)Nc1cc(Cl)ccc1C)C(=O)CCS(=O)(=O)c1ccc(C)cc1 | 25% | 6% | 6.0% | 1% | -1%
Cc1ccc(NC(=O)CNC(=O)COc2ccccc2)nc1 | -3% | -4% | 1.8% | -2% | -3%
CS(=O)(=O)Oc1ccc2c(c1)O/C(=C\c1cccnc1)C2=O | 27% | -1% | 0.6% | 10% | -16%
COc1cccc(/C=N/NC(N)=S)c1OS(=O)(=O)c1ccccc1 | 45% | 34% | 6.5% | 3% | 21%
CC(C)N(C(=O)Cn1cc(SCC(=O)NCC2CCCO2)c2ccccc21)C(C)C (stereo not given) | 7% | -2% | i | -6% | 11%
Cc1cccc(NC(=S)NC(=O)C(c2ccccc2)c2ccccc2)n1 | 10% | 6% | 0.2% | 6% | 1%
O=C(NCc1ccccc1)C1=C[C@H](c2ccccc2)C[C@H](OCc2ccc(CO)cc2)O1 | 24% | 7% | 3.1% | 8% | 0%
O=C(O)C1CCCCC1C(=O)Nc1ccccc1F (stereo not given) | 0% | -13% | 0.3% | -1% | 5%
CCOC(=O)c1cnc2ccc(C(=O)OC)cc2c1Nc1cccc(C(=O)O)c1 | 7% | 6% | 5.3% | 7% | 2%
COc1ccc(CC(=O)Nc2nc(-c3ccc(F)c(F)c3)cs2)cc1OC | 29% | u | i | 7% | 1%
COc1ccc(C(C)(C)C)cc1NC(=O)COc1ccc(-c2nnco2)cc1 | 21% | 11% | 4.2% | x | -6%
CN(C(=O)CN1C(=O)CCSc2ccc(S(=O)(=O)N3CCCC3)cc21)c1ccccc1 | 10% | 5% | i | 5% | -1%
O=C(c1ccc(S(=O)(=O)Nc2ccc(F)cc2)cc1)N1CCN(c2ccccn2)CC1 | 20% | -4% | 1.2% | -4% | -2%
O=C(NC1CC1)C1CCN(C2CCN(Cc3ccccc3C(F)(F)F)CC2)CC1 | 12% | 8% | 2.5% | 8% | 0%
COc1ccc(CN(C)CC2CCCN(CCc3ccc(Cl)cc3)C2)cc1OC (stereo not given) | 25% | 3% | 1.6% | 7% | -2%
Cc1ccc(-c2csc(NC(CO)c3nc4ccccc4n3CCOCCO)n2)cc1 (stereo not given) | 1% | 4% | 3.0% | -2% | -8%
COc1ccc(C2/C(=C(/O)c3ccc4c(c3)CC(C)O4)C(=O)C(=O)N2Cc2ccncc2)cc1 (stereo not given) | 26% | 5% | 1.1% | -6% | 3%
Cc1ccc(CCNC(=O)C23CN(Cc4ccccc4)CC2C(c2cccc([N+](=O)[O-])c2)=NO3)cc1 (stereo not given) | 19% | -2% | i | 1% | -2% | VEEV TC-83 Vero 10K pilot screen=0.0
CCN(CC(=O)Nc1ccccc1C(F)(F)F)C(=O)C1CSC2(C)CCC(=O)N12 (stereo not given) | 5% | -8% | 2.2% | -4% | -8%
CC(C)OCCCNC(=O)NC(=O)c1ccc(Cl)cc1 | 12% | 1% | 0.5% | 7% | 11%
COc1ccc(NC(=O)CNC(=O)Cc2cccc3ccccc23)c(OC)c1 | 19% | 8% | 10% | 7% | -5%
CCN(CC)c1nc2n(c(=O)n1)CCN2CC | 0% | -2% | 2.8% | 0% | 4%
CC(C)(C)N/N=C/c1cc(Cl)cc([N+](=O)[O-])c1O | 46% | -2% | 0.1% | -7% | 4%
CC1CN(C(=O)N2CCCCC2)CCN1C(=O)N1CCCCC1 (stereo not given) | -19% | -3% | 1.5% | -2% | x
N/C(=N\OC(=O)Cc1ccccc1[N+](=O)[O-])c1cccnc1 | 3% | 5% | 1.1% | 13% | -4%
Cc1nn(CC(=O)Nc2ccccn2)c(C)c1[N+](=O)[O-] | 0% | 16% | 1.4% | 3% | -7%
Cc1cccc(NNC(=O)C2CCC2)c1 | 70% | u | 3.5% | -2% | -1%
Cc1cc(N2CCN(C)CC2)nc2ccc(NC(=S)N3CCN(c4ccc(Cl)cc4)CC3)cc12 | u | 8% | i | -29% | 20%
Cc1noc(C)c1COc1ccccc1C(=O)NCCOc1ccccc1F | 7% | 20% | 9.1% | x | 0%
COc1cccc(/C=N/Nc2nc(C)cc(=O)[nH]2)c1OC | -3% | -2% | i | 5% | 19%
CC1=CC=CC2=NC(=O)CC(C)(C(=O)O)N12 (stereo not given) | -14% | -14% | 1.5% | 2% | -5%
COc1ccc(C2=NS(=O)(=O)N(C)C(C(=O)Nc3ccc(OC)c(OC)c3)=C2)cc1 | x | -6% | 3.5% | -11% | 12% | VEEV TC-83 Vero 10K pilot screen=0.8
CCc1cccc(CC)c1NC(=S)NCc1ccc2[nH]c(C)cc2c1 | 77% | -1% | 5.9% | -1% | 10%
O=C(/C=C/c1ccccc1Cl)c1ccc[nH]1 | 55% | 0% | 9.8% | 14% | -1%
N#CCSc1nc2[nH]ncc2c(=O)n1-c1ccccc1Br | 1% | -7% | 0.6% | 4% | -10%
CCOC(=O)C1CCN(S(=O)(=O)c2ccc(OC)c(OC)c2)CC1 | 3% | -1% | i | -5% | 0%
O=C(Nc1ncn[nH]1)c1ccc(Cl)cc1Cl | 2% | 4% | 0.2% | 8% | -3%
O=C(CSCc1nc2ccccc2[nH]1)Nc1ccc2ccccc2c1 | 35% | u | 1.6% | 5% | -7%
Cc1ccc(CNCC(=O)Nc2ccc(N3CCOCC3)cc2)cc1 | -4% | -19% | 0.2% | 5% | -2%
CC(C)OCCCNC(=O)COc1ccc2oc3c(c2c1)CCCC3 | 65% | 9% | 0.3% | -4% | -3%
O=C(c1cc2ccccc2oc1=O)N1CCCCCCC1 | -13% | 0% | 0.2% | 0% | 1%
CC1(C)OC(=O)C(=NNc2ccc(C(=O)O)cc2)C(=O)O1 | -3% | 0% | 2.0% | 4% | -12%
CC(=O)Nc1sc(C)c(C)c1C(=O)OCC(=O)Nc1cccc(C)c1 | 6% | -9% | 10% | x | 0%
O=C(c1cc(-c2cccnc2)nc2ccccc12)N1CCN(S(=O)(=O)c2cccs2)CC1 | 9% | 8% | 7.1% | x | 1%
O=C(Nc1ccccc1Cl)c1cccc(COc2cc(Cl)ccc2Cl)c1 | -7% | 2% | 3.0% | 13% | 12%
O=c1ccc(S(=O)(=O)N2CCC(Cc3ccccc3)CC2)c[nH]1 | 3% | -5% | 0.3% | 3% | 14%
O=C(CCl)Nc1ccc(Oc2cnc3ccccc3n2)cc1 | 76% | 63% | i | -3% | 5%
C/C(=N\NC(=O)c1csc(C)c1C)c1ccc(C)s1 | 53% | 4% | 2.0% | 14% | 28%

Next section
SMILES | tuberculosis growth | M. tuberculosis HTS | VEEV TC-83 Vero | Salmonella PhoP GFP | influenza NS1A | others
CCOc1ccc(NC(=O)NNC(=O)C(C)Oc2ccccc2OC)cc1 (stereo not given) | -11% | -8% | 1.6% | -6% | -11%
CN1CCN(C(=O)c2cccc(COc3cc(Cl)ccc3Cl)c2)CC1 | 12% | -7% | i | 3% | 3%
CN(Cc1cccs1)C(=O)COc1cccc(-n2cnnn2)c1 | 4% | -2% | 5.0% | -14% | 3%
O=C(NC1CCCCC1)C1CCN(c2nccs2)CC1 | 30% | 39% | 2.0% | -12% | -2%
O=C(c1ccccc1)c1nnc(-c2ccncc2)o1 | x | 0% | i | -3% | -5%
COC(=O)C(CC(=O)c1ccc(Br)cc1)n1nc(C)cc1C (stereo not given) | u | 6% | 0.2% | 0% | 2%
O=C(NNC(=O)C1C2CCC(C2)C1C(=O)O)c1ccc(Br)o1 (stereo not given) | -30% | 1% | x | 4% | x
CCC(=O)Nc1cccc(C(=O)/C=C/c2ccc(F)cc2)c1 | u | u | 4.5% | -2% | 6%
COC(=O)c1ccc(CNC(=O)c2cc(COc3cncc(Cl)c3)on2)cc1 | 68% | 65% | 7.2% | -4% | -2%
Cc1ccc(C(=O)CSc2nnc(-c3ccco3)n2C)cc1 | 3% | -8% | 0.6% | 1% | 0%
Cc1cc(C)n2nc(-c3sccc3-n3c(C)ccc3C)cc2n1 | -8% | 2% | 0.5% | 3% | 0%

Screens (PubChem)
